Screening data from PubChem BioAssay.
LDHA block: blocks human lactate dehydrogenase A; purified LDHA, NADH/diaphorase-resazurin fluorescence; stronger effect = lower value; activity change, % (values are at about 110 or 230 µM); actives 0.15% (n = 480,000); P00338; in the data active = activity change below about -30%; inconclusive = mostly about -25% to -30%;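 also: plate controls were DMSO wells for no effect and wells without enzyme for full effect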
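Resorufin fluorescence (ex540/em590), read at 0 and 20 min after diaphorase/resazurin addition, reports the NADH left after a 5 min room-temperature reaction of 2 nM human LDH5 with 0.06 mM NADH and 0.2 mM pyruvate.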
12-LOX inh: blocks human arachidonate 12S-lipoxygenase | Potency, µM (titrated, usually from 108 µM), for inactives: at the highest dose activity change, negative = inhibition, most hits filed as inhibitors | purified 12hLO, xylenol orange hydroperoxide absorbance | actives 1.1% (n = 580,000); active = well fitted inhibition curve with a large enough effect; inconclusive = small, poorly fitted or top-dose-only effect, or another doubt; inactive = no such curve, though single readings can be large or run the other way; also: potency is read from the fitted curve at half-maximal effect
Target sequence (P18054 whole entry, looked up): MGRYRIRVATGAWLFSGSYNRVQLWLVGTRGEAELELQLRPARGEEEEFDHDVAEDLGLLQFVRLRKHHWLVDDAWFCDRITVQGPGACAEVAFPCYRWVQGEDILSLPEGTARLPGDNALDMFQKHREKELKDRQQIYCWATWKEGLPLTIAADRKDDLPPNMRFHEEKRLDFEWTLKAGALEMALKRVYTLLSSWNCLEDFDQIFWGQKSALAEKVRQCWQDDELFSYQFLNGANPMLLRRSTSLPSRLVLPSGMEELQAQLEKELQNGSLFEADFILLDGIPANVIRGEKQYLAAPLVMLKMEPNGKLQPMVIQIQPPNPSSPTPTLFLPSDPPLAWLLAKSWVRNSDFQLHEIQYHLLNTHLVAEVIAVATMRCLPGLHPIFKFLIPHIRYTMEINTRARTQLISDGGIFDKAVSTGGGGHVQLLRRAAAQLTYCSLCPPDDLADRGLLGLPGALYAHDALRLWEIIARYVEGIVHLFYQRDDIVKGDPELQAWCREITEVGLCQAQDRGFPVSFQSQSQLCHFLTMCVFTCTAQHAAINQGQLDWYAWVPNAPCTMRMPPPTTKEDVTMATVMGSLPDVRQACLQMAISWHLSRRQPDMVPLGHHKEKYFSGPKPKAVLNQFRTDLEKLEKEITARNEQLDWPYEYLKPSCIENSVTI
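Purified human 12hLO (150 nM final) in 25 mM Hepes, 0.01% Triton X-100, pH 7.0 was preincubated 15 min at room temperature with compound. Then 40 uM arachidonic acid was added, 30 min. Hydroperoxide was read by Fe-XO absorbance ratio 573/405 nm.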
Active calls of the source: *; ? = inconclusive; [ ] = another dose, or the depositor's remark. Unless noted, % is scaled to controls: 0 for no effect and ±100 for the full control effect. This is a subset, so the mix of outcomes need not match the whole.

SMILES	LDHA block	12-LOX inh
O=C(NC1CCCCC1)C(C1CC1)n1c(=O)c(-c2ccccc2)nc2ccccc21 (stereo unspecified)	-3.8	?
COc1ccc(-c2c(C)oc3cc(OCC(=O)Nc4nccs4)ccc3c2=O)cc1	-0.7	-13.5%
O=C(Cc1c(Cl)cccc1Cl)NC(c1cccs1)C1CC1 (stereo unspecified)	1.5	8.2%
COc1cc(C(=O)Oc2c(OC)cccc2OC)ccc1OC(F)F	8.4	?
CS(=O)(=O)c1ccc(C(=O)NCc2ccccc2)cc1	6.4	-27.9%
O=C(NC1CC1)c1ccc(C2Nc3cc(C(F)(F)F)ccc3S(=O)(=O)N2)cc1 (stereo unspecified)	4.0	-17.2%
N#Cc1ccc(C(=O)OCc2ccccn2)cc1	2.4	-38.0%
COC(=O)Cc1cc(=O)n2[nH]c(NCc3ccc(Cl)cc3)nc2n1	11.2	34.9%[activator]
CC(C(=O)NCc1ccc(Cl)cc1)N1CCCC(C(F)(F)F)C1 (stereo unspecified)	8.9	-2.9%
O=C(Oc1ccccc1Cl)c1ccccc1OCc1ccc(Cl)cc1	6.6	-14.6%
N#CC(C(=O)Nc1ccccc1Cl)C(=O)c1ccc(Cl)cc1 (stereo unspecified)	3.4	-6.4%
CC(C)c1ccc(Nc2ccc3cc(S(=O)(=O)N4CCCC4)ccc3n2)cc1	6.6	?
COc1cccc2cc(/C=C(/C#N)c3nc4ccccc4[nH]3)oc12	-2.9	-44.6%
CC(C)c1ccc(CN2CCN(C(=O)c3cccc4ncccc34)CC2)cc1	12.0	-11.1%
C=C(C)Cn1c(N2CCN(c3cccc(Cl)c3)CC2)nc2c1c(=O)[nH]c(=O)n2C	-5.7	-22.1%
Cc1ncc(-c2ccc(C)c(S(=O)(=O)N3CCN(c4cccc(Cl)c4)CC3)c2)o1	-5.9	-13.5%
NC(=O)C(Oc1ccccc1Cl)c1ccccc1 (stereo unspecified)	-3.5	32.8%[activator]
COC(=O)c1ccccc1NC(=O)c1ccccc1OC(F)F	-4.0	-21.1%
Cc1ccc(Cl)cc1N1CC(O)=C(c2nc3ccccc3[nH]2)C1=N	-0.9	-3.5%
NS(=O)(=O)CCCC(=O)O	-1.2	-2.7%
Cc1cc(=O)oc2cc(OC(=O)C(C)Oc3ccccc3Cl)ccc12 (stereo unspecified)	9.5	?
Cc1ccc2nc(-c3ccc(C)s3)cc(C(=O)NCc3ccco3)c2c1	-6.9	?
Cn1ccc2c(N3CCC3)cc3c(c21)C1CCC3O1 (stereo unspecified)	12.2	?
COc1cccc2c(C)nc(Nc3nc(C)c(Cc4ccc(Cl)cc4)c(=O)[nH]3)nc12	3.3	?

By substructure, the compounds so far containing fluorine
SMILES	LDHA block	12-LOX inh
COc1cc(C(=O)Oc2c(OC)cccc2OC)ccc1OC(F)F	8.4	?
O=C(NC1CC1)c1ccc(C2Nc3cc(C(F)(F)F)ccc3S(=O)(=O)N2)cc1 (stereo unspecified)	4.0	-17.2%
CC(C(=O)NCc1ccc(Cl)cc1)N1CCCC(C(F)(F)F)C1 (stereo unspecified)	8.9	-2.9%
COC(=O)c1ccccc1NC(=O)c1ccccc1OC(F)F	-4.0	-21.1%

(more compounds)
SMILES	LDHA block	12-LOX inh
CCCCCCn1cc(CN2CC(N3CCCC3)CS2(=O)=O)nn1 (stereo unspecified)	-4.9	0.0%
Cc1ccc(CNC(=O)c2cnccn2)s1	?	-5.6%
N#Cc1ccc(C(=O)Oc2ccc(Br)cc2)cc1	5.5	-25.3%
O=C(c1cccc(N2CCCN(Cc3ccccc3)C2=O)c1)N1CCOCC1	-8.9	8.4%
O=C(CSc1nc(Cl)nc2nc[nH]c12)Nc1cccc(Cl)c1	-35.0*	2.6%
CCCCc1cc(=O)oc2c(C)c(OCC(=O)OC(C)C)ccc12	7.3	-2.9%
Cc1ccccc1NC(=O)Nc1nc(CN(C)C)cs1	-7.7	-2.5%
Cc1nn(-c2nc(CC(=O)Nc3cccnc3)cs2)c(C)c1Cc1ccccc1	4.4	-21.6%
Cc1cc(/C=C/C(=O)c2cccc(Cl)c2)cc(C)c1O	10.4	?
COc1ccc(S(=O)(=O)N2CCCCC2c2cc(C(=O)Nc3ccc4c(c3)OCO4)no2)cc1 (stereo unspecified)	-0.6	-22.2%
COCCN(CCOC)C(=O)c1ccc(Cl)cc1F	-13.5	?
CCOC(=O)[C@]12CCCC=C1N(CCc1ccc(OC)c(OC)c1)C(=O)[C@H](CC(=O)NCc1ccc(C)o1)C2	0.9	-58.1%
O=C(Cn1ccn(-c2ccc(F)c(F)c2)c(=O)c1=O)Nc1cccc(Cl)c1	1.0	-17.5%
N#CCN(C(=O)/C=C/c1ccc(Br)s1)C1CC1	-17.5	0.5%
COc1cc(C(=O)Nc2ccc(C(=O)O)cc2)c2ccccc2n1	0.0	-3.9%
COc1ccc(-c2nc(N)nc(C)c2-c2ccc(OC)c(OC)c2)c(O)c1	28.7	-9.8%
Cc1c(Cl)cccc1NC(=O)c1noc2c1CCCCC2	1.2	-3.2%
O=C(NCC1(N2CCOCC2)CCSC1)Nc1ccc(Cl)c(Cl)c1 (stereo unspecified)	-6.7	-21.2%
CNC(=O)c1ccc(NS(=O)(=O)c2ccc(C(C)(C)C)cc2)cc1	-5.6	5.0%
O=C(CSc1ccc2ccccc2c1)N(C1CCCC1)C1CCS(=O)(=O)C1 (stereo unspecified)	-6.0	5.3%
COc1cc(C#N)ccc1OC(C)C(=O)c1ccc(F)cc1 (stereo unspecified)	14.0	?
CCCCOc1ccc(C#N)cc1OCC	26.6	31.6%
Cc1ccc(C(O)c2ncc(-c3ccccc3C)[nH]2)cc1 (stereo unspecified)	-6.7	7.1%
Cc1ccc2[nH]cc(CCN3CC(C(=O)NCCCOC(C)C)CC3=O)c2c1 (stereo unspecified)	-5.4	8.4%
Cc1ccc(OCC(=O)N2CCN(S(=O)(=O)c3cccs3)CC2)cc1	8.4	44.8%[activator]
Cc1csc2nc(COc3ccc(F)cc3F)cc(=O)n12	0.3	-17.8%
COCCNC(=O)C1(C)CCCN(C(=O)c2ccc(OC)cc2OC)C1 (stereo unspecified)	-2.3	-27.5%
CCOC(=O)c1sc(N)cc1C	4.2	?
CCCCOc1ccc(/C=C/C(=O)c2ccc3c(c2)OCCO3)cc1OC	3.5	?
COCCN(Cc1ccco1)C1CCCC1	1.7	-4.9%
COCCCNC(=O)Cc1c(C)c2ccc(OC(C)=O)c(OC(C)=O)c2oc1=O	19.4	?
Cc1nc2ccccc2nc1SCC(=O)Nc1ccccc1OC(C)C	-2.3	0.2%
CC(C)CCNC(=O)C1(C)Cn2c(ccc2-c2ccco2)C(=O)N1Cc1ccccc1F (stereo unspecified)	-0.7	11.3%
COCCc1ccc(OC2(C)CCN(Cc3cccc(OCOC)c3)C2)cc1 (stereo unspecified)	-4.2	-26.2%
O=C(Nc1ccc(N2CCCCC2)c2ccncc12)C1CCC1	84.4	?
Cn1c(=O)c2c(ncn2CCC(=O)Nc2ccccc2C(=O)c2ccccc2)n(C)c1=O	-8.7	?
CN1CCCC1(C)C(=O)Nc1ccc(-n2cccc2)cc1 (stereo unspecified)	-7.2	-10.8%
CCCC(=O)N/N=C/c1ccccc1	1.1	13.6%
O=C(CCSc1nnc(NC2CC2)s1)Nc1cccc(Cl)c1	2.5	-16.2%
Cc1cc(C)cc(NC(=O)CS(=O)(=O)Cc2nc(-c3ccccc3C)oc2C)c1	5.0	11.1%
COc1ccc(C(C)=O)cc1CN1CCCCCCC1	1.8	6.6%
Cc1nc(-c2cc3ccc(OCC(=O)N4CCOCC4)cc3oc2=O)cs1	2.2	4.8%
Cn1c(=O)c2c(ncn2CC(=O)Nc2ccc(Br)cc2)n(C)c1=O	-17.6	?
CCOc1ccc(NS(=O)(=O)c2cc(-c3cnc(C4CC4)o3)ccc2C)cc1	15.7	-2.6%
COc1cc(=O)n(-c2ccccc2C)nc1C(=O)Nc1cc(Cl)ccc1C	0.4	-0.1%
c1ccc2c3c(cnc2c1)CCCC3	0.1	-28.0%
N#CCc1ccc(OCC(O)Cn2cnc3ccc(Cl)cc3c2=O)cc1 (stereo unspecified)	0.6	-63.4%
NC(c1csc(Nc2cc(Oc3ccccc3)ncn2)n1)c1ccccc1Cl (stereo unspecified)	-14.7	?
Cc1cc2cc(NS(=O)(=O)c3ccccc3F)ccc2[nH]1	2.9	-4.4%
CN(CC(=O)Nc1ccc(OC(F)(F)F)cc1)C(=O)c1n[nH]c2ccccc12	10.0	?
COc1ccc(CC(N)c2csc(Nc3ccccn3)n2)cc1 (stereo unspecified)	0.6	-3.5%
Cc1cc(N2CCOCC2)nc(Nc2ccc(NC(=O)CC3CCCC3)cc2)n1	15.9	?
CC(NC(=O)CCl)c1ccc2c(c1)CCCC2 (stereo unspecified)	-21.3	-5.8%
FC(F)(F)c1ccc(/C=N/Nc2cccc(Cl)c2)cc1	13.5	?
CC(OC(=O)c1ccc2ccccc2n1)C(=O)NC(N)=O (stereo unspecified)	-5.6	-13.4%
Nc1c(-c2ccc(C(F)(F)F)cc2)nc2ncccn12	2.9	-3.3%
Cc1c(C(=O)OCc2ccccc2)sc(=S)n1-c1ccc(Cl)cc1	-0.1	-51.2%
Cc1ccc(Cn2c(=O)c3ccc(C(=O)NC4CCCC4)cc3n3c(=O)[nH]nc23)cc1	2.7	?
Cc1cccc2cc(CN(Cc3ccccc3)C(=O)c3ccco3)c(=O)[nH]c12	-2.3	-40.0%
O=C(CCc1ncc(-c2ccccc2)o1)Nc1nccs1	-2.8	-6.2%

Further compounds:
SMILES	LDHA block	12-LOX inh
O=C(C[C@H]1CC[C@@H](NC(=O)Cc2cccnc2)[C@@H](CO)O1)NCc1ccc2c(c1)OCO2	4.3	-5.3%
COc1cc2cc(C(=O)NCC(=O)Nc3ccc4c(c3)OCO4)n(C)c2c(OC)c1OC	3.4	41.7%[activator]
COc1cc(/C=N/O)cc(Br)c1OCc1ccc(C(=O)O)cc1	6.4	5.4%
COc1ccc(NC(=O)C2CCN(c3nc4ccccc4nc3OC)CC2)c(OC)c1	0.1	1.3%
OC(c1ccc(F)cc1)c1ncc(-c2cccc(C(F)(F)F)c2)[nH]1 (stereo unspecified)	-8.4	-1.9%
CC(C)c1ccc(CC(=O)N2CCC2(C)C(=O)Nc2ccccc2)cc1 (stereo unspecified)	1.2	6.2%
Cc1oc(-c2cccc(Cl)c2)nc1CN1CCN(C(=O)c2ccco2)CC1	-2.5	35.5µM*
N#Cc1ccccc1COC(=O)c1ccc(OC(F)F)cc1	-3.1	4.7%
OC(c1ccco1)c1nc(-c2ccc(F)c(Cl)c2)cs1 (stereo unspecified)	-1.2	?
Cc1ccc(-c2cc(Nc3cccc(C)c3)nc(C)n2)cc1	-18.3	50.1µM*
Cc1ccc(S(=O)(=O)N2[C@H](CC(=O)c3cccs3)OC[C@@H]2C)cc1	-0.2	-15.2%
CCc1ccc(C2C(C#N)=C(N)OC3=C2C(=O)CC(C)(C)C3)cc1 (stereo unspecified)	10.6	-62.3%
Cc1nn(CC(=O)NC(c2ccccc2)C2CC2)c(=O)c2ccccc12 (stereo unspecified)	-0.5	4.0%
CCN(C(=O)c1cc2c(s1)CCCC2)C1CC1	-3.6	?
O=C(Nc1cc(Cl)cc(Cl)c1)N[C@@H]1CC[C@@H](CCNS(=O)(=O)c2cccc(F)c2)O[C@@H]1CO	1.1	?
O=C1CCc2cc(C(=O)NCc3ccc4c(c3)OCO4)ccc2N1	-1.5	1.9%
COc1cccc(/C=C/C(=O)Oc2ccc(C3SCCS3)cc2OC)c1	-3.0	13.0%
Cc1cc(C(=O)N2CCN(c3ccccc3)CC2)c2ccccc2n1	0.9	58.4%[activator]
Cn1c(=O)c2c(ncn2CC(=O)N2CC(C(=O)N3CCCCC3)Oc3ccccc32)n(C)c1=O (stereo unspecified)	-0.6	8.3%
COc1ccc2c(C)c(CCC(=O)NCCCO)c(=O)oc2c1	-3.5	-2.2%
CC(C)Cn1nc(C(=O)N2CCCC2c2nc3ccccc3s2)c2ccccc2c1=O (stereo unspecified)	-0.4	1.7%
CS(=O)(=O)c1ccc(NC(=O)c2ccccc2-c2ccc(C(F)(F)F)cc2)cc1	-3.9	7.8%
COc1cc(C2CC(=O)Nc3nc(N4CCCCC4)sc32)cc(OC)c1OC (stereo unspecified)	70.0	?
Clc1ccc(-c2csc(NC3CC3)n2)cc1	0.9	8.91µM*

Entries listed above that bear a hit mark in LDHA block.
SMILES	LDHA block	12-LOX inh
O=C(CSc1nc(Cl)nc2nc[nH]c12)Nc1cccc(Cl)c1	-35.0*	2.6%

Remaining list, next part.
SMILES	LDHA block	12-LOX inh
CSc1ccccc1NC(C)=O	-4.3	-14.8%
COC(=O)c1ccc(C(=O)NCC2CCC2)cc1	-3.4	19.6%
C=CCC(C)(C)NC(C)c1ccccc1 (stereo unspecified)	1.9	4.1%
CCOC(=O)c1ccc(N2CCN(C(C)=O)CC2)c(NC(=O)c2ccc(-c3ccccc3)cc2)c1	-11.6	?
O=C(C1=C(c2ccccc2)SCCO1)N(Cc1ccco1)C1CCS(=O)(=O)C1 (stereo unspecified)	-11.7	-4.3%
Cc1oc(-c2cccs2)nc1CN(CC(N)=O)C(C)C	4.3	39.8%[activator]
O=C(O)/C(=C\c1ccc(OCc2ccccc2)cc1)NC(=O)c1ccccc1	13.9	?
CCOc1ccc(-c2nc(Cn3nnc(C(=O)Nc4ccccc4F)c3N)c(C)o2)cc1	5.2	61.5%[activator]

No new results follow: 2 of the compounds above.
SMILES	LDHA block	12-LOX inh
CSc1ccccc1NC(C)=O	-4.3	-14.8%
COC(=O)c1ccc(C(=O)NCC2CCC2)cc1	-3.4	19.6%
